Assay outcomes (PubChem BioAssay)
TDP-43 yeast inh – inhibitors of TDP-43 toxicity in yeast | TDP-43 expressing yeast growth rescue, BacTiter-Glo, 24 h | Potency, µM (series often up to 46.1 µM), for inactives: top-dose growth rescue (activation), hits mostly activators | AID 652104 | 1.8% of 410,000 active; also: % of control where 0% means no effect; nearly all actives have a fitted effect of over 50% in size
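Yeast cells expressing TDP-43 under galactose induction are exposed to compounds for 24 hr at 30 deg C. BacTiter-Glo luminescence measures growth, so protective compounds score as activators.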
PTHR1 agonist – PTHR1 (human) receptor agonism. 0.075% of 410,000 active. Potency, µM (doses to about 115 µM), for the others: at the top dose activation, usual class: activators. HEK293 GP2 PTHR1 cells, GloSensor cAMP luminescence, 1 h. Q03431; also: nearly all actives have a fitted effect of over 55% in size; some results filed as inactive show a strong effect at the top dose; inactives centre near -15; many of its hits are not listed in these tables
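HEK-293-derived GP2 cells expressing PTHR1 and a GloSensor cAMP reporter, 3,000/well, plated overnight, given luciferin plus IBMX (each 0.5 mM as added) for 1 h at 37 °C, then compound for 1 h at 37 °C. Luminescence was read after 15 min at room temperature.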
EPAC1 ag – EPAC1 (human) agonism. Potency, µM (titrated, usually from 154 µM), for the others: top-dose activation, usual class: activators. 0.073% of 360,000 active. O95398. EPAC1 agonist qHTS, biochemical assay; response scale: 100% = response to 6.5 mM cAMP; also: nearly all actives have a fitted effect of over 60% in size
Target sequence (O95398 whole entry, looked up): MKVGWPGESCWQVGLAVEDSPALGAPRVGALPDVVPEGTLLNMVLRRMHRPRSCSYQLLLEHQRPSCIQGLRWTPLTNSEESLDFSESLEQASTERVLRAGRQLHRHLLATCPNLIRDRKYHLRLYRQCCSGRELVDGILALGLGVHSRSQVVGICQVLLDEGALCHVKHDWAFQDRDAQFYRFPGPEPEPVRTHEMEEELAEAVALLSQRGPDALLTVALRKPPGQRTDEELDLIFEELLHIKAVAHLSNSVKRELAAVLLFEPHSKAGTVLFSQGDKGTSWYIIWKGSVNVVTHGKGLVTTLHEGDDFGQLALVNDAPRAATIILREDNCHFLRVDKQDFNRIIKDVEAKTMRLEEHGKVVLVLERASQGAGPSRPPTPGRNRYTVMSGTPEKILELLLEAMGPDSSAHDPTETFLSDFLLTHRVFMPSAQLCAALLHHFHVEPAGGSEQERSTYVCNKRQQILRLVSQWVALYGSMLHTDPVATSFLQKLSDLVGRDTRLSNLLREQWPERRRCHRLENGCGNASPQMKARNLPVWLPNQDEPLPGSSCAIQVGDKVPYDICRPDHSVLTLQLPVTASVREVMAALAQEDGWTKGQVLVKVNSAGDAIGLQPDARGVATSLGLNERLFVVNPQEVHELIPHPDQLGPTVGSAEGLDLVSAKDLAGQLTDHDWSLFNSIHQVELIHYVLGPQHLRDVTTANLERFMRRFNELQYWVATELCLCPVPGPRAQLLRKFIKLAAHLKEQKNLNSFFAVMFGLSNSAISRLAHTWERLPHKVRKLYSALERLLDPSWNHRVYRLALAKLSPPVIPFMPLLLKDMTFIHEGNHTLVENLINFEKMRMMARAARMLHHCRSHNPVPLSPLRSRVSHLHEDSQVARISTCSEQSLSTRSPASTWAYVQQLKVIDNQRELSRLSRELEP
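Multi-concentration qHTS readout: loss of Rap1B-bound BODIPY-GDP fluorescence driven by 100 nM EPAC1 with excess GDP (50 uM), monitored kinetically at room temperature; agonist response expressed relative to 6.5 mM cAMP.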
EPAC2 antag – antagonists of human EPAC2. Q8WZA2. EPAC2 GEF exchange of Rap1B-BODIPY-GDP, fluorescence. Potency, µM (highest dose often 114 µM), for inactives: at the highest dose activity, negative = inhibition, actives largely listed as inhibitors. 0.18% of 360,000 active; also: % is scaled to controls: 0 for no effect and ±100 for the full control effect; nearly all actives have a fitted effect of over 45% in size; many of its hits are not listed in these tables
FUS suppressor – rescues growth of FUS-expressing yeast; Potency, µM (series often up to 76.6 µM), for the others: at the top dose growth rescue (activation), actives largely listed as activators; S. cerevisiae FUS-expressing, growth rescue, OD600, 24 h; 0.24% of 390,000 active;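 also: plate controls were DMSO vehicle for no effect and reference control for full effect; nearly all actives have a fitted effect of over 55% in size; some results filed as inactive show a strong effect at the top dose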
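Toxicity suppression screen in FUS-yeast. Cells induced with 2% galactose, starting OD 0.005, treated 24hr at 30C with compounds at multiple final concentrations; growth by OD600.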
EPAC2 agonist – agonists of human EPAC2 (RAPGEF4); 0.079% of 360,000 active; Potency, µM (highest dose often 154 µM), for inactives: at the highest dose activation, most hits filed as activators; EPAC2 activation, biochemical qHTS; response scale: 100% = 6.5 mM cAMP response; AID 720711; also: nearly all actives have a fitted effect of over 50% in size
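Fluorescence exchange assay: 100 nM EPAC2 with 250 nM RAP1B-BODIPY-GDP and 50 uM GDP; compounds tested as a concentration-titration series (qHTS). Loss of Rap1-bound BODIPY-GDP fluorescence read at 480/540 nm; data normalized to 6.5 mM cAMP.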
EPAC1 antagonist – blocks human EPAC1 exchange factor | Potency, µM (titrated, usually from 115 µM), for inactives: top-dose activity change, negative = inhibition, usual class: inhibitors | 0.14% of 360,000 active | EPAC1 GEF assay, Rap1b-BODIPY-GDP exchange fluorescence;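 also: plate controls were vehicle for no effect and positive control for full effect; nearly all actives have a fitted effect of over 50% in size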
aSyn rescue – rescues yeast growth from alpha-synuclein toxicity; Yeast expressing alpha-synuclein, growth rescue, BacTiter-Glo, 24 h; Potency, µM (highest dose often 46.1 µM), for inactives: at the top dose growth rescue (activation), usual class: activators; 0.14% of 370,000 active; AID 652106; also: % of control where 0% means no effect; nearly all actives have a fitted effect of over 65% in size
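Readout is rescue of growth in alpha-synuclein-expressing yeast, so inhibitors of toxicity appear as activators. Growth after 24 hr at 30 deg C in galactose medium is quantified by luminescence.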
Numbers without * were called inactive; i = inactive; ? = inconclusive; nt = no result given; [ ] = another dose, or the depositor's remark. Calls follow the shape of the dose curve; as a rule, active = well fitted curve in the direction sought with a large enough effect; inconclusive = small, poorly fitted or top-dose-only effect, or another doubt; inactive = no such curve, though single readings can be large; an effect the other way counts as inactive or inconclusive. Potency is read from the fitted curve at half-maximal effect.

SMILES	TDP-43 yeast inh	PTHR1 agonist	EPAC1 ag	EPAC2 antag	FUS suppressor	EPAC2 agonist	EPAC1 antagonist	aSyn rescue
O=C(CCC(=O)N1CCN(S(=O)(=O)c2ccccc2)CC1)c1ccc(Br)cc1	14%	-15%	0%	-2%	nt	8%	-6%	4%
CC(NC(=O)c1ccc([N+](=O)[O-])o1)C12CC3CC(CC(C3)C1)C2 (centres undefined)	?	-46%	3%	-10%	9%	14%	4%	-4%
CCC(=O)NC(c1cccs1)c1cc(Cl)c2cccnc2c1O (centres undefined)	6%	i	7%	?	13%	8%	-13%	17%
C/C(=N\OC(=O)c1ccc(F)cc1)c1nccs1	?	-16%	-5%	4%	-6%	7%	0%	-1%
Cc1coc2cc3oc(=O)c(CCC(=O)NCc4ccccn4)c(C)c3cc12	13%	-21%	5%	5%	-9%	3%	-9%	0%
O=C(NCCc1ccccc1)C(=O)NCC1CCCO1 (centres undefined)	-21%	i	-2%	14%	5%	7%	-10%	-1%
COc1ccc(C(=O)C2CCCN(Cc3cccn3-c3ccccn3)C2)c(C)c1 (centres undefined)	-6%[9.22 µM]	-32%[inhibitor]	2%	-1%	8%	-6%	-12%	-29%
CC(=O)Nc1ccc(S(=O)(=O)n2nc(-c3ccc(C)cc3)nc2N)cc1	8%	-20%	-3%	-5%	15%	-13%	10%	-3%
COc1ccc(C2(c3ccc(OC)cc3)NC(=O)N(CC(=O)Nc3cc(C)on3)C2=O)cc1	-7%	i	5%	-14%	?	4%	-28%	11%
CCCOc1ccc(C(CC(=O)O)NC(=O)C23CC4CC(CC(C4)C2)C3)cc1 (centres undefined)	-1%	i	6%	1%	35%	7%	2%	2%
CCCCC(=O)NCCc1ccc(S(N)(=O)=O)cc1	8%	i	0%	6%	2%	8%	3%	-15%
COc1cccc(Nc2ncnc3sc(C)cc23)c1	?	-29%	16%	-12%	5%	3%	?	1%
C/C=C(\C)CN1CCN(c2ccccc2F)CC1	-7%	i	3%	1%	15%	-5%	7%	3%
CC(=C/c1ccccc1)/C=N/NC(=O)c1ccccn1	-5%[1.82 µM]	-40%[inhibitor]	3%	-1%	-7%	-1%	-4%	-13%
Cc1nc2c(OCc3ccc(Cl)cc3Cl)cccn2c1N(C)CC1CC1	-14%	-76%[inhibitor]	3%	6%	7%	15%	-5%	-18%
COc1ccc(-n2c(O)c(C=Nc3ccccc3)c3ccccc3c2=O)cc1OC	11%	-7%	0%	-3%	18%	-5%	2%	-4%
CC(CCc1ccccc1)NC(=O)Cc1cccs1 (centres undefined)	0%	i	-2%	1%	-9%	-3%	-3%	2%
Cc1cccc(N=Nc2c(O)[nH]c3ccc(Br)cc23)c1	-2%	i	-15%	-9%	19%	3%	-16%	-2%
O=[N+]([O-])c1cccc(-c2nnc3cccc(Cl)n23)c1	-11%	i	9%	2%	3%	5%	-3%	3%
C[C@@H]1COc2cc(N3CC[C@H](O)C3)ccc2S(=O)(=O)N1	20%	0%	12%	-7%	-15%	9%	-8%	-4%
Cc1n[nH]c(C)c1CCNCc1ccc(OCC(O)CN2CCCCC2)cc1 (centres undefined)	10%	i	5%	3%	11%	2%	-1%	0%
O=C(NCc1ccco1)c1cccc(-c2ccc3nccn3c2)c1	20%	-13%	8%	7%	2%	8%	-3%	-1%
O=C(O)c1ccc(CNCc2cccc(OCc3ccc(F)cc3)c2)cc1	-10%	-4%	8%	5%	12%	6%	-8%	5%
Cc1cccc(NC(=O)c2ccc(COc3ccc4ccccc4c3)o2)n1	13%	-18%	9%	-7%	18%	16%	-26%	-7%
O=C(NC1CCCCC1)N1CCN(C2CCCCC2)CC1	-20%	?	-14%	-7%	-105%[inhibitor]	2%	-10%	-5%
NC(=O)C1CCN(c2ncnc3c2c(-c2ccccc2)cn3-c2ccccc2)CC1	25%	i	-8%	-9%	18%	1%	9%	9%
C=CCC(CC(O)COCCC)C(=O)NNC(=S)Nc1ccccc1 (centres undefined)	-4%	-2%	7%	-5%	19%	15%	6%	6%
O=C(C1CCN(S(=O)(=O)c2ccccc2)CC1)N1CCc2ccccc21	20%	-25%	-16%	2%	-1%	4%	-1%	0%
C[C@@]12C(=O)N(CC3CCCO3)CC(=O)N1[C@H]1c3ccccc3OC[C@@H]1[C@@H]2c1ccccc1 (some centres undefined)	-12%	-20%	3%	1%	9%	8%	-4%	-7%
COC(=O)[C@]1(Sc2ccc(OC)cc2)CC(=O)N[C@@H]1c1ccccc1	7%	-28%	-8%	7%	-5%	0%	13%	-9%

Brought forward from above: six compounds, followed by the next part.
SMILES	TDP-43 yeast inh	PTHR1 agonist	EPAC1 ag	EPAC2 antag	FUS suppressor	EPAC2 agonist	EPAC1 antagonist	aSyn rescue
O=C(NC1CCCCC1)N1CCN(C2CCCCC2)CC1	-20%	?	-14%	-7%	-105%[inhibitor]	2%	-10%	-5%
NC(=O)C1CCN(c2ncnc3c2c(-c2ccccc2)cn3-c2ccccc2)CC1	25%	i	-8%	-9%	18%	1%	9%	9%
C=CCC(CC(O)COCCC)C(=O)NNC(=S)Nc1ccccc1 (centres undefined)	-4%	-2%	7%	-5%	19%	15%	6%	6%
O=C(C1CCN(S(=O)(=O)c2ccccc2)CC1)N1CCc2ccccc21	20%	-25%	-16%	2%	-1%	4%	-1%	0%
C[C@@]12C(=O)N(CC3CCCO3)CC(=O)N1[C@H]1c3ccccc3OC[C@@H]1[C@@H]2c1ccccc1 (some centres undefined)	-12%	-20%	3%	1%	9%	8%	-4%	-7%
COC(=O)[C@]1(Sc2ccc(OC)cc2)CC(=O)N[C@@H]1c1ccccc1	7%	-28%	-8%	7%	-5%	0%	13%	-9%
Cn1cc(/C=N/NC(=O)c2ccccc2O)c2ccccc21	2%	-14%	11%	-25%	-11%	11%	-4%	-16%
O=C(NCc1ccccc1)C1CNCC(C(=O)NCc2ccccc2)C1 (centres undefined)	20%	i	-9%	7%	2%	-1%	6%	-12%
CC1(C)Cc2ccccc2C(NNC(=O)c2ccncc2)=N1	4%	i	-1%	2%	-3%	-5%	6%	-15%
O=C(CS(=O)(=O)Cc1ccccc1)NCc1ccco1	-1%	-12%	-4%	-2%	5%	12%	-21%	-1%
C/C(=N\Nc1ccc(F)cc1F)c1ccccc1O	13µM*	-6%	5%	-19%	7%	11%	-22%	2%
CC(OC(=O)CCCSc1nc2ccccc2s1)C(=O)NC(N)=O (centres undefined)	15%	i	5%	1%	7%	-8%	-16%	8%
CC1CN(C(=O)CCC(=O)NC2CCN(Cc3ccccc3)CC2)c2ccccc2O1 (centres undefined)	-16%	i	4%	9%	-8%	5%	0%	?
CCOc1ccc(OCCSc2nc(C)cc(=O)[nH]2)cc1	21%	-12%	-10%	1%	0%	1%	-7%	-7%
COc1ccccc1-c1nn(CCC(=O)Nc2ccc(C)cc2)c2nc(C)cc(C)c12	35µM*	-15%	nt	nt	32%	nt	nt	?
CSc1nc(C)cc(OCC(=O)N2CCOCC2)n1	8%	i	6%	-1%	nt	3%	-29%	3%
CC(OC(=O)CC1Sc2ccccc2NC1=O)C(=O)N(C)Cc1ccccc1 (centres undefined)	-8%	-91%	3%	-10%	35%	8%	-19%	1%
COc1ccc(OCC(=O)NNC(=O)C2CCC2)cc1	-6%	i	5%	11%	nt	3%	12%	0%
COc1ccc(C(=O)Nc2cc(=O)n(C)c(=O)n2C)cc1	-11%	-10%	-2%	13%	-12%	10%	-1%	-5%
CCc1ccccc1NCC(=O)Nc1ccc(Cl)c(C(F)(F)F)c1	-92%[inhibitor]	-35%[inhibitor]	-1%	-23%	nt	-5%	?	-51%[inhibitor]
C=CCSc1nc2sc3c(c2c(=O)n1CC)CCc1ccccc1-3	-19%	i	9%	1%	6%	9%	-11%	-14%
O=C(NCC(c1ccc(F)cc1)N1CCOCC1)c1cccnc1Sc1ccccc1 (centres undefined)	22%	i	-4%	11%	14%	2%	1%	1%
CC(=O)c1ccc(NS(=O)(=O)c2ccc3c(c2)N(C)CCO3)cc1	-10%	-6%	5%	9%	-25%	-1%	9%	1%
Clc1ccc(SCc2cc(-c3ccc(Cl)cc3)on2)cc1	16%	-5%	-2%	7%	-23%	0%	-16%	0%
COc1cccc(/C=N\NC(=O)c2sc(N)nc2C)c1OC	0%	i	2%	0%	11%	4%	0%	1%
O=[N+]([O-])c1c(NCc2ccco2)ccc2nonc12	?	i	-2%	2%	10%	-1%	4%	1%
C/C(=N\NC(=O)c1ccc(O)cc1)c1cccc(NC(=O)c2ccccc2C)c1	-5%	i	7%	-1%	nt	7%	-8%	2%
CC/C(=N\NC(=S)Nc1ccc(OC)cc1)c1ccc(OC(F)F)cc1	?	i	3%	9%	14%	15%	-12%	12%
Cc1ccc(CSCC(=O)Nc2ccccc2C(=O)O)cc1	6%	-41%[inhibitor]	7%	8%	-3%	1%	-7%	-12%
O=C(NN1CCOCC1)c1c(-c2ccccc2)sc2ccccc12	22%	i	8%	-2%	-13%	13%	-22%	-3%
Cc1ccc2[nH]c(-c3ccccc3)c(CN(C)C)c(=O)c2c1	-17%	i	-1%	0%	25%	9%	-7%	4%
COc1ccc(NC(=O)COc2cccc3c2CCNC3=O)cc1	-25%	?	7%	-4%	15%	10%	14%	-8%
Cc1ccnc(NS(=O)(=O)c2ccc(NC(=O)C3CCCO3)cc2)n1 (centres undefined)	-7%	-4%[57.5 µM]	-4%	0%	-17%	2%	5%	-11%
COc1cccc(CN(C)C(=O)Cn2cc(C)c(=O)[nH]c2=O)c1	1%	-2%	-6%	16%	-27%	6%	-10%	1%
CCOc1ccc(C2NC(=O)NC(C)=C2[N+](=O)[O-])cc1OC (centres undefined)	8%	i	2%	1%	-6%	-5%	9%	-2%
CN(C)/C(CN1CCCCC1)=C1\N=C(c2ccccc2)OC1=O	-19%	?	4%	10%	13%	8%	19%	-1%
Cc1ccccc1N=C1NC(=O)C(CO)(CO)S1	13%	-21%	19%	1%	-9%	8%	7%	-3%
O=C(Nc1ccccc1F)C(=Cc1sc(N2CCOCC2)nc1-c1ccccc1)C(=O)Nc1ccccc1F	11%	i	-18%	-2%	0%	-67%[inhibitor]	-12%	8%
O=C(N[C@@H]1c2ccccc2CC[C@@H]1OCc1ccccc1)c1ccc(C(F)(F)F)cc1	8%	i	-6%	-5%	-15%	-6%	7%	-1%
O=C(O)COc1c(-c2ccco2)oc2ccccc2c1=O	-13%	-5%	1%	4%	15%	4%	2%	-8%

An excerpt; rates above refer to the full screens.
